MEP2 TOR yeast – modulators of TOR pathway MEP2-GFP in S. cerevisiae; S. cerevisiae MEP2-GFP strain, flow cytometry GFP, 3 h; 100% = DMSO control level; GFP response vs DMSO, % at 10 µM; hit rate 0.51% among 330,000;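 active means GFP response versus DMSO above a set limit, roughly screen mean plus 3 SD, cut at about 180% in these data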;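 further: median GFP fluorescence of the barcode-gated MEP2-GFP cells per well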
EBNA-1 inh – blocks EBNA-1 binding to DNA; inhibition, % at 14.8 µM; EBNA-1 DNA binding, fluorescence polarization; hit rate 0.34% among 300,000; in the data active means inhibition above about 28%
proCasp7 act – counter-screen for procaspase-3 activators: activators of human procaspase-7; hit rate 0.093% among 330,000; P55210; AID 463210; activation, % at 8.5 µM; recombinant procaspase-7, Ac-DEVD-pNA absorbance 405 nm; D23A/D198A/D206A triple mutant, cannot self-cleave; scale: DMSO 0, 5 µM enzyme 100;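 active means percent activation above the screen-wide mean plus 3 SD, cut at about 25% in these data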
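Assay system: Uncleavable procaspase-7 mutant enzyme / Input: 2 µM procaspase-7 mutant as dispensed / Dosing: single nominal 8.5 µM compound dose, 0.8% DMSO final / Timing: 1 h enzyme–compound preincubation and 2 h substrate reaction, both 25 °C / Detection: p-Nitroaniline absorbance at 405 nm, read at 0 and 120 min / Replication: singlicate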
RPL19A TOR yeast – modulators of TOR pathway RPL19A-GFP in S. cerevisiae. AID 2025. hit rate 0.3% among 330,000. percent response vs DMSO, % at 10 µM. S. cerevisiae RPL19A-GFP strain, flow cytometry, 3 h; active compounds read low;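 active means percent response vs DMSO below 50%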;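 further: median channel GFP fluorescence of the barcoded RPL19A-GFP strain; ratio of sample median GFP to plate DMSO average so 100% = DMSO; lower means less RPL19A-GFP as with rapamycin TOR inhibition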
ZTA counter – counter-screen for EBNA-1 inhibitors: inhibitors of Epstein-Barr virus ZTA; P03206; ZTA-DNA binding, fluorescence polarization; inhibition, % at 11 µM; hit rate 0.15% among 320,000; AID 2234; in the data active means inhibition above about 33%
AHR activator – activators of human aryl hydrocarbon receptor; P35869; AHR-responsive luciferase reporter cells, luminescence; activation, % at 5 µM; hit rate 2.5% among 320,000; AID 2796; in the data active means activation above about 47%;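 further: 0% = vehicle wells and 100% = reference agonist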
procasp3 activ – procaspase-3 (human) activation; hit rate 0.11% among 330,000; AID 463141; activation, % at 8.5 µM; recombinant procaspase-3 D3A, Ac-DEVD-pNA absorbance 405 nm; P42574;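 active means activation above the mean of all tested compounds plus 3 SD, cut at about 21% in these data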;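 further: 0% = DMSO alone and 100% = DMSO wells spiked with extra 5 µM PC-3 D3A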
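Compound: 8.5 µM single point, 0.8% DMSO / Material: Autoprocessing-dead procaspase-3 D3A mutant enzyme / Timing: 1 h preincubation plus 2 h reaction at 25 °C / Medium: Zinc-free HEPES/NaCl buffer with 0.01% Triton X-100 at pH 7.4 / Technique: 405 nm absorbance of p-nitroaniline, reads at 0 and 120 min / Repeats: one well per compound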
LAP4-GFP MLPCN – yeast TOR pathway LAP4-GFP modulation. GFP response vs DMSO, % at 10 µM. S. cerevisiae LAP4-GFP multiplex, flow cytometry GFP, 3 h; median GFP as percent of DMSO wells. AID 2023. hit rate 0.34% among 320,000;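 active means GFP response vs DMSO above a set limit, about the screen mean plus 3 SD, cut at about 150% in these data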
Starred values were filed as active, the others as inactive; / = not tested or not shown. An unsorted share of the library; 3.8% or so of the library scored in one or more.

SMILES	MEP2 TOR yeast	EBNA-1 inh	proCasp7 act	RPL19A TOR yeast	ZTA counter	AHR activator	procasp3 activ	LAP4-GFP MLPCN
O=S1(=O)CC/C(=N\Nc2ccccc2)c2ccsc21	98.4	-8.8	5.8	107.0	-11.1	13.8	13.0	94.3
CC(C)(C)c1ccc(-c2n[nH]c(=S)n2Cc2ccccc2)cc1	99.1	-5.8	-19.3	105.8	-12.2	2.5	-9.7	92.4
C=CCCCCCCCCC(=O)Nc1c[nH]c(=O)[nH]c1=O	99.2	3.6	0.9	99.3	-9.0	0.9	-1.7	93.3
Cc1cc(NC(=O)CCC(=O)N(c2ccccc2C)C(C(=O)NC2CCCC2)c2ccccc2)no1 (stereo not given)	102.8	-12.1	11.2	100.4	1.3	-1.8	7.9	96.3
CCc1ccc(CN(C(=O)c2cccs2)C2CCS(=O)(=O)C2)cc1 (stereo not given)	99.7	-3.6	-4.7	99.5	-5.9	0.9	-1.6	94.0
Cc1onc(-c2ccccc2Cl)c1C(=O)Nc1nc2ccc(S(C)(=O)=O)cc2s1	/	0.3	-3.9	/	13.2	19.0	-4.3	/
CCCC1(c2ccccc2)NC(=O)N(CC(=O)NCC2COc3ccccc3O2)C1=O (stereo not given)	102.4	/	3.6	94.2	-9.6	1.1	0.9	90.1
C[C@H]1CN([C@@H](C)CO)C(=O)c2cc(NC(=O)Nc3cccc4ccccc34)ccc2O[C@@H]1CN(C)Cc1ccc(-c2ccccc2)cc1	100.5	/	-2.0	100.8	/	1.0	-2.3	98.9
Cc1c(C(N)=O)sc2ncn(CC(=O)NCCc3ccccc3)c(=O)c12	111.0	15.4	-2.8	102.2	-0.2	5.8	3.1	93.9
CCOC(=O)c1ccc(-n2ncc(C(=O)OCC)c2N)cc1	101.3	8.5	12.4	101.4	20.4	5.7	-1.4	96.5
Cc1cc(-c2ccccc2)nc2cc(C(=O)NCc3ccco3)nn12	92.4	10.9	-15.6	94.2	-10.8	15.4	-12.7	98.3
Cc1nnc(SCC(=O)Nc2cccc([N+](=O)[O-])c2)n1CC1CCCO1 (stereo not given)	103.5	-8.5	-2.4	103.3	-0.8	1.3	0.2	98.9
CSC1=NCCN1C(=O)c1ccc(S(=O)(=O)N2CCCCC2)cc1	108.7	-2.1	14.3	100.3	-6.3	-1.9	1.9	109.0
Cc1ccc(C(=O)N(CCCN(C)C)c2nc3ccc(Cl)cc3s2)cc1C	99.1	-5.0	7.0	106.1	-13.3	-5.7	-4.8	100.8
Cc1ccc(SCCC(=O)OCC(=O)Nc2ncc(Cl)cc2Cl)cc1	102.4	8.6	6.2	99.9	-2.6	3.6	-2.0	105.0
COc1ccc(F)cc1Cn1nc(C(=O)O)c2ccccc2c1=O	104.7	5.3	9.6	98.5	-15.6	4.9	7.7	110.8
CC(C)C(=O)N(Nc1nc2ccccc2s1)C(=O)C(C)C	97.1	1.4	-5.8	97.2	-6.3	20.0	0.4	89.8
O=C(CCCNC(=O)c1ccc(Cl)cc1)Nc1ccccc1C(F)(F)F	99.4	-10.0	0.0	105.9	1.9	2.8	-3.8	93.0
Cc1sc2nc(CSc3cccc(C(F)(F)F)c3)[nH]c(=O)c2c1C	98.5	13.5	2.5	99.7	13.5	39.9	-4.5	87.2
CCCCc1ccc(N2C(=O)[C@@H]3C(CC(N)=O)NC4(C(=O)Nc5ccc(F)cc54)[C@@H]3C2=O)cc1 (stereo not given in full)	100.9	-5.1	2.5	96.0	-4.9	4.5	4.9	101.3
Cn1ncc2c(Nc3cccc(C(=O)O)c3)ncnc21	91.0	-0.8	2.2	93.5	-6.0	3.8	3.8	94.0
O=C(Nc1ccccc1N1CCOCC1)c1cc(F)cc(F)c1	107.9	-4.4	-1.7	105.3	0.9	-0.7	1.6	96.3
O=C(c1cccc(Br)c1)N1CCN(S(=O)(=O)N2CCCCC2)CC1	107.2	4.1	4.3	110.9	6.7	0.2	0.5	101.6
COCc1ccc(C(=O)N(C)C2CCCN(Cc3ccccc3F)C2)o1 (stereo not given)	103.5	-2.6	3.3	100.6	-18.0	5.3	-6.9	91.3
Cn1c(=O)c(C(=O)NCc2ccccc2Cl)c(O)c2ccccc21	97.3	-10.0	-16.5	98.8	-18.6	18.2	2.3	79.1
CCOc1ccc(OCCC(=O)OCC(=O)Nc2cc(S(=O)(=O)N3CCOCC3)ccc2C)cc1	103.2	-12.5	-5.4	100.0	-23.4	4.1	2.3	114.8
Cc1ccc(S(=O)(=O)N/N=C/c2ccc(O)cc2O)cc1[N+](=O)[O-]	91.2	-5.9	2.5	97.0	-12.1	1.2	-12.5	95.4
CCCCC(=O)Nc1ccc(NC(=O)c2ccc(C)c([N+](=O)[O-])c2)cc1OC	97.1	4.2	-3.8	98.6	-5.6	71.9*	-11.4	82.3
CCOC(=O)c1c(C)n(C)c2ccc(OC)c(NC(=O)CN3CCCCC3)c12	94.2	2.6	-1.3	98.1	-9.2	3.9	-0.9	100.3
Cc1ccc(N=C(N)N=C(N)N)cc1	99.9	3.8	-2.6	97.4	-0.6	3.0	8.8	100.9
O=S(=O)(c1cccc(C(F)(F)F)c1)N1CCC(CO)(CCCc2ccccc2)CC1	95.0	17.8	1.4	101.4	7.0	0.1	1.7	93.1
CCc1ccc(-c2nc(SCC(=O)N3CCOCC3)n[nH]2)cc1	98.3	-7.7	2.5	101.1	16.4	11.3	0.9	97.6
CC(C)C(C(=O)Nc1ccc2c(c1)OCCO2)N1C(=O)c2ccccc2C1=O (stereo not given)	103.8	10.4	12.4	103.9	4.8	1.6	-7.6	92.3
Cc1cc(Cl)c(C)c(S(=O)(=O)N2CCN(C(=O)C3CCCO3)CC2)c1Cl (stereo not given)	103.6	/	14.8	95.0	9.2	-0.9	-0.8	103.3
Cc1sc2nc(CN3CCCC3)nc(N3CCC(C(N)=O)CC3)c2c1C	95.3	-2.8	-4.3	96.3	-6.1	0.4	-2.4	95.7
NS(=O)(=O)c1ccc(NC(=O)c2cc(Cl)ccc2Cl)cc1	93.6	-10.0	-1.5	87.2	5.9	1.4	-7.9	86.9
COc1ccc(N(C(C)C(=O)N/N=C/c2ccc(OC(C)C)cc2)S(C)(=O)=O)cc1 (stereo not given)	96.4	0.1	-0.3	96.4	-3.8	0.7	3.0	96.9
O=C(NCc1ccccc1F)C1CCC(=O)N(Cc2ccc(Cl)cc2)C1 (stereo not given)	100.6	15.0	7.4	94.0	8.7	0.1	4.3	87.2
Nc1ccc(C(=O)Oc2ccc([N+](=O)[O-])cc2)cc1	107.3	-23.0	2.2	101.8	2.8	4.1	-6.6	94.3
Cc1ccc(OCC(=O)Nc2ccc3oc(=O)ccc3c2)c(C)c1	104.9	-16.0	-14.9	102.5	4.9	3.9	-7.2	112.0
CC(C)CNc1oc(-c2ccc(F)cc2)nc1C#N	102.9	10.7	-3.6	95.6	7.2	3.3	1.7	103.9
O=C(CNc1ccccc1F)Nc1cccc2ccccc12	109.7	-9.7	-1.1	101.0	-18.6	4.2	0.3	108.4
CC(=O)c1c(C(C)=O)c(C)n(-c2nc(-c3ccccc3)c(C)s2)c1C	98.3	-9.7	-1.7	93.8	-12.1	16.4	-2.2	95.3
CS/C(N)=N/N=C/c1ccc2c(c1)OCO2	336.8*	-5.5	-2.9	76.5	-10.1	27.9	-10.5	154.9*
CSc1n[nH]c(NC(C)=O)n1	89.9	-0.4	7.3	87.9	-5.2	1.1	4.7	91.4
C1CCC(OCCN2CCN(CCOC3CCCCC3)CC2)CC1	97.9	-0.5	13.5	97.7	8.4	0.3	5.1	96.9
CC(C)c1nc2sc3c(SCC(=O)NCc4ccco4)ncnc3c2c2c1CCC2	93.0	-13.9	-4.9	94.2	-2.3	1.1	-10.0	101.5
COCCNC(=O)c1ccc(N2CC3CC(C2)c2cccc(=O)n2C3)c(NC(=O)c2ccc(Br)o2)c1 (stereo not given)	104.2	3.2	0.1	89.0	-12.2	-2.2	-1.8	92.4
CC(C)C(=O)Nc1cc(S(=O)(=O)Nc2ccc(Cl)cc2)ccc1Cl	110.5	-9.0	-0.1	107.6	-19.9	-3.1	-14.8	96.2
CC(NC(=O)c1ccccc1)C(=O)OCC(=O)c1ccc(Br)cc1 (stereo not given)	102.2	13.0	-4.7	108.9	4.1	0.9	-2.0	109.3
Cc1cccc(C)c1NC(=O)COC(=O)c1nonc1N	98.4	-8.4	7.4	103.8	-17.7	0.4	-5.7	103.3
O=C(c1ccccc1)c1ccc(OCCO)cc1	99.2	11.7	14.2	97.8	15.9	4.1	0.2	93.2
C[C@H](NS(=O)(=O)c1ccccc1)C(=O)N1CCN(C(c2ccccc2)c2ccccc2)CC1	98.7	/	3.8	98.9	/	0.0	-4.8	101.7
OC(CN1CCC(Cc2ccccc2)CC1)C(F)(F)F (stereo not given)	94.5	-23.2	-11.4	89.5	-10.6	3.2	-9.3	100.9
O=S(=O)(NCC1(N2CCOCC2)CCCCC1)c1ccccc1Cl	99.2	-10.4	-1.3	98.1	-0.1	-2.6	0.1	98.3
O=C(COC(=O)Cc1ccc(F)cc1)NCCc1ccccc1	102.3	-17.2	-0.6	99.4	-5.6	3.3	-4.7	102.0
COc1ccccc1NC(=O)CSc1nnc(-c2ccc(C)cc2)o1	104.8	17.3	1.8	101.7	20.9	9.4	-0.7	102.3
Cc1ccc(NC(=O)c2sc3ncn(CC(=O)N4CCOCC4)c(=O)c3c2C)c(Br)c1	111.8	0.1	0.8	97.3	-10.9	0.7	5.3	97.5
O=C(C1CCCCN1S(=O)(=O)c1ccccc1[N+](=O)[O-])N1CCOCC1 (stereo not given)	106.9	1.5	-1.6	98.5	-10.4	-3.6	-2.1	100.0
Cn1c(=O)n(C)c2cc(S(=O)(=O)N3CCCc4ccccc43)ccc21	100.6	0.4	6.2	98.8	-0.5	-1.3	1.0	102.2
Remaining list, next part
SMILES	MEP2 TOR yeast	EBNA-1 inh	proCasp7 act	RPL19A TOR yeast	ZTA counter	AHR activator	procasp3 activ	LAP4-GFP MLPCN
O=C(CCc1nc2ccccc2c(=O)[nH]1)N1CCN(S(=O)(=O)c2cccc(F)c2)CC1	102.7	0.0	5.9	96.5	-10.1	7.2	5.2	92.8
CCOC(=O)C1CCN(C(=O)COC(=O)/C=C/c2cccc(OC)c2OC)CC1	102.4	/	-11.1	102.4	/	0.1	4.8	107.5
NC(=O)C1CCN(CC(O)CSc2ccccc2)CC1 (stereo not given)	104.5	6.8	11.4	100.8	10.3	-1.1	4.9	113.2
CC(=O)c1cccc(NC(=O)C2=CC(c3ccco3)=NS(=O)(=O)N2C)c1	102.5	-9.9	9.2	102.2	4.2	1.8	-6.4	105.6
C=CCNC(=O)NC(=O)COC(=O)c1cccnc1SC	112.1	-1.4	6.8	102.3	-5.1	0.8	-3.2	108.8

Fetched by compound from above, 3 records:
SMILES	MEP2 TOR yeast	EBNA-1 inh	proCasp7 act	RPL19A TOR yeast	ZTA counter	AHR activator	procasp3 activ	LAP4-GFP MLPCN
CCOC(=O)C1CCN(C(=O)COC(=O)/C=C/c2cccc(OC)c2OC)CC1	102.4	/	-11.1	102.4	/	0.1	4.8	107.5
NC(=O)C1CCN(CC(O)CSc2ccccc2)CC1 (stereo not given)	104.5	6.8	11.4	100.8	10.3	-1.1	4.9	113.2
C=CCNC(=O)NC(=O)COC(=O)c1cccnc1SC	112.1	-1.4	6.8	102.3	-5.1	0.8	-3.2	108.8
